# Source: PubChem BioAssay
# 5HT1E antag = blocks the human 5-HT1E serotonin receptor. P28566. CHO 5-HT1E Ga15 NFAT-bla reporter, FRET, antagonist. inhibition, % at 6 µM. 0.99% of 65,000 active. AID 571;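 active means inhibition above a set limit, the mean inhibition across every tested compound plus 3 SD, cut at about 29% in these data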;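 further: signal is the 460 over 535 nm emission ratio of beta-lactamase substrate; 0% = agonist plus DMSO wells and 100% = wells without agonist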
# HTR1E agonist = activates the human 5-HT1E serotonin receptor; P28566; CHO 5-HT1E Ga15 NFAT-bla reporter, FRET; 0% DMSO wells, 100% control agonist wells; activation, % at 6 µM; 0.69% of 65,000 active; AID 574;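 active means activation above a set limit, the screen-wide mean activation plus 3 SD, cut at about 8.5% in these data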;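 further: 100% = positive control agonist at 1 µM giving full maximal response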
# Ecoli tolC = blocks growth of E. coli BW25113 tolC mutant; 2.2% of 65,000 active; growth inhibition, % at 10 µM (by protocol); OD615; AID 573;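 active means growth inhibition at or above a cutoff equal to the mean over every tested compound plus 3 SD, cut at about 60% in these data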;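 further: growth measured after 20 h incubation at 37 °C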
#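 Test system: tolC-deleted E. coli BW25113 | Medium: LB with kanamycin 50 µg/mL | Compound dosing: Single concentration, 10 µM final per compound | Schedule: 37 °C, 20 h exposure | Measured by: OD at 615 nm | Evaluation: Percent growth inhibition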
# AP complement = alternative pathway complement inhibition, orthogonal assay; 0.08% of 62,000 active; Human serum alternative complement pathway, LPS-coated ELISA, C3 deposition; tested in compound mixtures; inhibition, % at 5 µM;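 active means inhibition above 30% in each of the two pooled mixtures holding the compound, so the lower value exceeds 30%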;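 further: 0% = serum in Mg-EGTA without compound and 100% = EDTA serum blank; some compounds past the cut are filed as inactive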
#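 Assay system: human serum alternative complement pathway, C3 deposition on LPS-coated wells; Dosing: 5 µM per compound in ten-compound mixtures; Detection: Anti-C3 ELISA, OD 450 nm; Buffer or medium: Mg2+-EGTA GVB++ buffer containing human serum at 1:15 dilution; Timing: 1 h at 37 °C; Replication: two different pools per compound.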
# RORA act = activators of human nuclear receptor RORA | CHO-K1 Gal4-RORA LBD luciferase reporter, luminescence; percent increase over mock-subtracted basal signal | activation, % at 10 µM | 1.5% of 65,000 active;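 active means activation above the mean of all tested compounds plus 3 SD, cut at about 49% in these data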;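 further: 0% = DMSO-treated RORA cells and 100% = added signal equal to DMSO minus mock-transfected cells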
# Target sequence (P35398 whole entry, looked up, the tested form may be a part): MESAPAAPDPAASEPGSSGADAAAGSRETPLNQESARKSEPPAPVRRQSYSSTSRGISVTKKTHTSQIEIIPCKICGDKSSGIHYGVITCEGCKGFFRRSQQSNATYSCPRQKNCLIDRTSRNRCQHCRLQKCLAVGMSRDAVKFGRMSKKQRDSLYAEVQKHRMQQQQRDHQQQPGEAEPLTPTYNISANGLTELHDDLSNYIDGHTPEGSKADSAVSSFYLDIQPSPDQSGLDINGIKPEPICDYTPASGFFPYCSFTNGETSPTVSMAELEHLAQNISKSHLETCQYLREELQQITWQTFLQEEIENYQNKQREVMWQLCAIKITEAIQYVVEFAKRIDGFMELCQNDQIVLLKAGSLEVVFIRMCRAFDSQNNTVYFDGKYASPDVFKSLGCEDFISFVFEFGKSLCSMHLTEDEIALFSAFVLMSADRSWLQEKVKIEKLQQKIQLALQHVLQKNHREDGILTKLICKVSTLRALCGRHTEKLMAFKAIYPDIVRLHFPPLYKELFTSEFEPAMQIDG
# S1P3 ag = agonists of human S1P3 receptor; S1P3 NFAT-BLA reporter cells, agonism, FRET ratio; relative to 1 µM S1P, basal subtracted; 0.1% of 60,000 active; activation, % at 4.5 µM;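 active means activation above the screen-wide mean plus 3 SD, cut at about 4.5% in these data, passing the limit was not always enough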; further: some compounds called inactive have numbers as strong as hits
#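 Assay system: CHO cells stably expressing human S1P3, Gα16 and NFAT-β-lactamase reporter. Timing: overnight plating, 4 h compound 37 °C, 2 h substrate RT. Signal: β-lactamase FRET emission ratio 460/535 nm. Measure: percent activation versus median 1 µM S1P response, basal-subtracted, per plate. Repeats: primary screen single test, confirmation screen in triplicate.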
# SF-1 act = SF-1 (human) activation; CHO-K1 Gal4-SF-1 LBD luciferase reporter; % increase over DMSO SF-1-specific signal; Q13285; activation, % at 10 µM; 1.9% of 65,000 active;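 active means activation above the mean activation of all tested compounds plus 3 SD, cut at about 50% in these data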
#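 Test system: CHO-K1 cells with Gal4–hSF-1 LBD chimera plus Gal4-driven luciferase; Input: 4,000 cells/well; Compound: 10 µM only; Times: 20 h compound treatment, 37 °C; Measured by: steady-glow luciferase luminescence, read after 15 min reagent incubation; Measure: percent activation versus DMSO; Control set: DMSO and mock-transfected background; Replicates: one test per compound.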
# S1P1 ag-PAM = S1P1 (human) agonism or agonism potentiation; P21453; S1P1 CRE-bla cells, forskolin, beta-lactamase FRET, potentiator mode; S1P1 agonist co-added at EC20, 2 nM; 100% = saturating reference agonist, 0% = basal; activation, % at 9.5 µM; 0.57% of 56,000 active;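 active means activation above a cutoff set at the mean activation of all tested compounds plus 3 SD, cut at about 54% in these data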;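 further: forskolin at 4 µM as EC80 and the EC20 agonist is SEW2871; 100% = SEW2871 at its EC100 plus forskolin at EC80; some compounds past the cut are filed as inactive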
# 5HT1a antag = blocks the human serotonin 5-HT1a receptor | 0.68% of 62,000 active | CHO 5-HT1a Ga15 NFAT-bla reporter, antagonist mode | AID 612 | inhibition, % at 10 µM | P08908;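 active means inhibition above the mean of all tested compounds plus 3 SD, cut at about 43% in these data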;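 further: receptor stimulated by 5-CT agonist at 100 nM near EC80; beta-lactamase reporter measured by ratiometric fluorescence of a cleavable substrate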
# Target sequence (P08908 whole entry, looked up): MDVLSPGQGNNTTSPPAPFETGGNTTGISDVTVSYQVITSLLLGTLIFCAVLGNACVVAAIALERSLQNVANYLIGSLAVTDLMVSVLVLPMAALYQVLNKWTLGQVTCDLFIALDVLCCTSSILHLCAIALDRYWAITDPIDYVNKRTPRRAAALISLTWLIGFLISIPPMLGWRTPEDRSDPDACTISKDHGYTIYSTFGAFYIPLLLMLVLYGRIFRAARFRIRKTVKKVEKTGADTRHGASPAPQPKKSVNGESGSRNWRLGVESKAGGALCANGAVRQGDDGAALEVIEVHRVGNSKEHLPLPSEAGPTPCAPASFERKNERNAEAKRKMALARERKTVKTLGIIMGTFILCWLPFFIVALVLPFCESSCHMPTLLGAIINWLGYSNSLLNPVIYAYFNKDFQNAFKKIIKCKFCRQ
# An asterisk follows results filed as active; x = no result given. This is a random part of the collection; overall some 7.1% were active at least once.
Compound	5HT1E antag	HTR1E agonist	Ecoli tolC	AP complement	RORA act	S1P3 ag	SF-1 act	S1P1 ag-PAM	5HT1a antag
COc1cccc(C2CC(c3ccccc3Cl)n3nnnc3N2)c1 (centres undefined)	1	0.6	35	20	-24	0.4	4	-6	-3
O=C(NCCN1CCN(c2ccccc2)CC1)c1cccn2c(=O)c3ccccc3nc12	5	0.2	13	20	-1	x	7	x	-6
CC(CC(=O)O)CC1=NS(=O)(=O)c2ccccc2N1 (centres undefined)	-7	-0.9	-12	6	0	0.2	1	-12	-10
Cc1csc(/C(=N\O)c2csc(C)n2)n1	-1	-0.3	-18	18	6	0.2	5	-30	-1
CCN1CCN(C(=O)c2cn(CCOC)c(=O)c3c2c2ccccc2n3C)CC1	0	-0.2	-19	-2	-1	-0.3	-26	9	-7
O=C(Nc1cc(C(F)(F)F)ccc1Cl)c1cc(C2CC2)on1	-10	-1.1	-17	3	-26	-1.6	4	-6	2
COC(=O)C(C(=O)Nc1ncccn1)C1CCCCCC1 (centres undefined)	-1	1.2	-8	20	-20	-1.2	-1	-25	-6
C=CCn1c(=S)[nH]c2nc3c(cc2c1=O)COC(C)(C)C3	5	-1.1	20	2	-9	-3.6	12	3	x
COc1ccc(N2CC(C(=O)NCCC3=CCCCC3)CC2=O)cc1 (centres undefined)	-5	0.3	-8	x	-7	1.0	18	10	7
CC(=O)c1ccc(NC(=O)C2CC(c3ccc(F)cc3)=NO2)cc1 (centres undefined)	-5	0.8	-2	8	11	0.7	9	13	-4
COc1ccccc1N1CCN(c2nc(N)c(C#N)c(CC#N)c2C#N)CC1	-3	0.3	15	8	5	x	-1	x	0
CCCn1c(SCC(=O)Nc2nnc(CC)s2)nnc1-c1ccco1	-13	1.1	-10	12	-12	0.0	2	5	-10
COc1ccc(OC)c(CNC(=O)Cc2c(C(=O)O)[nH]c3ccccc23)c1	-4	-0.1	-3	-3	-19	x	5	x	6
O=C(Nc1ccccc1)N1CC=C(c2ccc(F)cc2)CC1	-3	0.0	31	3	66*	-1.6	38	20	3
CCOC(=O)c1c(C(=O)OCC)c(C)n(N2C(=O)CSC2=S)c1C	3	-0.7	-28	7	-4	-1.6	-2	-13	2
O=C(c1cc(-c2cccs2)on1)N1CCN(c2ccc(F)cc2)CC1	-4	0.0	-20	14	4	-0.7	-7	-10	-5
CC(Oc1ccccc1)C(=O)NC1CC(C)(C)NC(C)(C)C1 (centres undefined)	15	-0.7	-2	-1	8	-1.7	7	-10	-5
CN(C)C(=O)CSc1nnc(-c2cccnc2)n1-c1ccccc1	-5	-1.3	-13	-4	-11	-0.8	5	-3	-2
COc1ccccc1NC(=O)CSc1nnc(-c2ccncc2)o1	-6	0.0	14	15	29	-1.1	15	9	2
Cc1nc2sc3c(NCc4ccco4)ncnc3c2c2c1COC(C)(C)C2	17	1.1	-2	x	-24	1.2	-1	-59	x
COC(=O)c1c(NC(=O)CN2CCN(C(=O)c3ccco3)CC2)c2c(C)cccc2n1C	-2	-0.5	-12	12	8	0.7	-12	-3	5
CNC(=O)CN1C(=O)CSc2nc(C)cc(C)c21	9	-1.2	-9	-3	21	-0.4	22	-23	15
CCOc1ccc(NC(=O)CN(c2cc(C)cc(C)c2)S(=O)(=O)c2c(C)noc2C)cc1	-4	2.0	-2	-1	9	-0.3	-6	-15	-8
COc1cccc(CNC(=O)c2ccc3nc[nH]c3c2)c1	10	0.0	-17	3	-10	-0.3	-1	15	0
COc1ccccc1CNC(=O)C1CCN(c2nc3ccccc3o2)CC1	-1	0.5	-9	-3	-14	-0.2	-4	23	8
O=C1OC(N2CCN(Cc3ccccc3)CC2)c2ccccc21 (centres undefined)	1	3.0	x	x	69*	-1.4	-16	3	13
Cc1c(NC(=O)Nc2ccc(Cl)cc2)c(=O)n(-c2ccccc2)n1C	4	-0.5	-6	24	1	-1.5	-1	-2	5
CCCc1nnc(NC(=O)C(C)N2C(=O)C3C4C=CC(C4)C3C2=O)s1 (centres undefined)	-3	-0.5	-9	11	4	-0.4	0	3	7
CC(=O)c1ccc(NC(=O)CCc2c(C)nc3ncnn3c2C)cc1	6	-0.1	-5	16	25	1.4	19	-3	-2
NC(Cc1ccc2nonc2c1)C(=O)O (centres undefined)	-11	-0.2	-1	-12	2	0.1	-15	-11	3

# Rewritten with two lines to a compound: 17 of the compounds above
# Order of results – 5HT1E antag, HTR1E agonist, Ecoli tolC, AP complement, RORA act, S1P3 ag, SF-1 act, S1P1 ag-PAM, 5HT1a antag
> C=CCn1c(=S)[nH]c2nc3c(cc2c1=O)COC(C)(C)C3
→ 5, -1.1, 20, 2, -9, -3.6, 12, 3, x
> COc1ccc(N2CC(C(=O)NCCC3=CCCCC3)CC2=O)cc1 (centres undefined)
→ -5, 0.3, -8, x, -7, 1.0, 18, 10, 7
> CC(=O)c1ccc(NC(=O)C2CC(c3ccc(F)cc3)=NO2)cc1 (centres undefined)
→ -5, 0.8, -2, 8, 11, 0.7, 9, 13, -4
> COc1ccccc1N1CCN(c2nc(N)c(C#N)c(CC#N)c2C#N)CC1
→ -3, 0.3, 15, 8, 5, x, -1, x, 0
> CCCn1c(SCC(=O)Nc2nnc(CC)s2)nnc1-c1ccco1
→ -13, 1.1, -10, 12, -12, 0.0, 2, 5, -10
> COc1ccc(OC)c(CNC(=O)Cc2c(C(=O)O)[nH]c3ccccc23)c1
→ -4, -0.1, -3, -3, -19, x, 5, x, 6
> O=C(Nc1ccccc1)N1CC=C(c2ccc(F)cc2)CC1
→ -3, 0.0, 31, 3, 66*, -1.6, 38, 20, 3
> CCOC(=O)c1c(C(=O)OCC)c(C)n(N2C(=O)CSC2=S)c1C
→ 3, -0.7, -28, 7, -4, -1.6, -2, -13, 2
> O=C(c1cc(-c2cccs2)on1)N1CCN(c2ccc(F)cc2)CC1
→ -4, 0.0, -20, 14, 4, -0.7, -7, -10, -5
> CC(Oc1ccccc1)C(=O)NC1CC(C)(C)NC(C)(C)C1 (centres undefined)
→ 15, -0.7, -2, -1, 8, -1.7, 7, -10, -5
> CN(C)C(=O)CSc1nnc(-c2cccnc2)n1-c1ccccc1
→ -5, -1.3, -13, -4, -11, -0.8, 5, -3, -2
> COc1ccccc1NC(=O)CSc1nnc(-c2ccncc2)o1
→ -6, 0.0, 14, 15, 29, -1.1, 15, 9, 2
> Cc1nc2sc3c(NCc4ccco4)ncnc3c2c2c1COC(C)(C)C2
→ 17, 1.1, -2, x, -24, 1.2, -1, -59, x
> COC(=O)c1c(NC(=O)CN2CCN(C(=O)c3ccco3)CC2)c2c(C)cccc2n1C
→ -2, -0.5, -12, 12, 8, 0.7, -12, -3, 5
> CNC(=O)CN1C(=O)CSc2nc(C)cc(C)c21
→ 9, -1.2, -9, -3, 21, -0.4, 22, -23, 15
> CCOc1ccc(NC(=O)CN(c2cc(C)cc(C)c2)S(=O)(=O)c2c(C)noc2C)cc1
→ -4, 2.0, -2, -1, 9, -0.3, -6, -15, -8
> COc1cccc(CNC(=O)c2ccc3nc[nH]c3c2)c1
→ 10, 0.0, -17, 3, -10, -0.3, -1, 15, 0

# (continued)
Compound	5HT1E antag	HTR1E agonist	Ecoli tolC	AP complement	RORA act	S1P3 ag	SF-1 act	S1P1 ag-PAM	5HT1a antag
O=C(Nc1cnn(Cc2ccc(F)cc2)c1)c1cc(-c2cccs2)on1	-4	-0.8	0	9	25	-1.1	10	-61	-2
CCCC(=O)c1cc2cc(Cl)ccc2oc1=O	1	-0.6	5	-1	7	-1.7	-11	0	2
CCn1c(SCC(=O)Nc2cc(C)on2)nnc1-c1cccnc1	-1	-0.6	-30	-2	-8	0.1	6	-10	-8
O=C(CCc1nc2ccccc2[nH]1)Nc1ccc(F)cc1	-12	-0.1	6	0	-5	0.6	-4	-58	-6
CCC1(CC)C(=O)NC(=O)NC1=Nc1cccc(OC)c1	-9	-0.2	-16	-3	-14	0.3	-12	-30	-13
CCS(=O)(=O)NCC(c1cccnc1)N1CCN(c2ccccc2OC)CC1 (centres undefined)	7	0.7	-3	8	-16	-0.6	-18	-5	0
O=C(NCc1ccco1)C1CCC(N2C(=O)c3ccccc3C2=O)CC1 (centres undefined)	-3	-1.1	-13	2	-4	-0.5	4	-10	0
O=C(Nc1nc2c(s1)CCc1ccccc1-2)c1ccco1	-3	-1.2	47	16	6	x	37	x	13
CCC(c1nnc(SCCNCCO)n1CCN1CCOCC1)N(C)C (centres undefined)	-7	-0.4	-10	8	7	0.7	11	-3	-1
COC(=O)c1ccc(OCC(O)CN2C(=O)NC(C)(C)C2=O)cc1 (centres undefined)	-2	0.0	-21	3	-6	-1.3	9	-13	4
CCOC(=O)C(CCCOc1cccc(OC)c1)C(=O)OCC	-4	-0.9	6	9	24	0.9	8	12	5
CCCC(=O)Nc1cc(Cl)ccc1N1CCN(C(=O)CC)CC1	2	-1.4	-13	10	-3	-0.3	-10	-13	18
CC1(C)C/C(=C(/C#N)C(N)=O)CCO1	-4	-0.1	1	x	-2	-4.7	12	0	x
O=C(Nc1cnccn1)c1csc2ccccc12	-4	0.9	1	20	-3	-1.3	15	-18	-11
COc1ccc(S(=O)(=O)N2CCCC(C(=O)NCc3ccccn3)C2)cc1Cl (centres undefined)	-2	0.7	-1	5	-6	-0.8	-4	-8	-13
